Assay outcomes from PubChem.
aDG glyco up = increases alpha dystroglycan glycosylation; Pro5-aDG cells, alpha-DG glycosylation AlphaScreen (IIH6); 0% Pro5, 100% B10-LARGE cell signal; activation, % at 10 µM; 360,000 tested, 0.22% active; AID 624168;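 active = activation of at least 8% versus controls, or a plate z-score of at least 8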;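 also: Pro5 are CHO cells carrying HIG-tagged alpha-DG that lacks glycosylation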
MC4R barr agon = human MC4R agonism via beta-arrestin. P32245. 360,000 tested, 0.98% active. activation, % at 8.9 µM. AID 540308. U2OS MC4R beta-arrestin complementation, luminescence; percent of melanotan II response, DMSO zero;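 active = activation above a per-plate cutoff, the mean activation of sample wells on that plate plus 3 SD, cut at about 8% in these data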
Target sequence (P32245 whole entry, looked up): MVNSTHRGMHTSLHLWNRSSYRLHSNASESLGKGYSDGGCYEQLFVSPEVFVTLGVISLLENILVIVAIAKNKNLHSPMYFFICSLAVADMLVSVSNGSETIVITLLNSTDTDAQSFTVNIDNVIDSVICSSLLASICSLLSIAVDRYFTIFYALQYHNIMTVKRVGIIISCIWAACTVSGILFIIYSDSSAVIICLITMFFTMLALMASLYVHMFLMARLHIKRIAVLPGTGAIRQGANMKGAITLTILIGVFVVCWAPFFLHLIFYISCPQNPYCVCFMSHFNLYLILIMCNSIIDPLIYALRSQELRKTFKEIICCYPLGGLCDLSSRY
TLR9-MyD88 inh = inhibitors of human TLR9-MyD88 binding | Q9NR96+Q99836 | CHO BLA complementation TLR9-MyD88, CCF4 FRET ratio | inhibition, % at 4.98 µM | 340,000 tested, 0.21% active | AID 504734;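 active = inhibition above the mean over all tested compounds plus 3 SD, cut at about 21% in these data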;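 also: 0% = DMSO only wells and 100% = clavulanate BLA inhibitor control wells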
N-glyco inh = N-linked glycosylation inhibition; 360,000 tested, 0.23% active; D54 ERlucT glycosylation luciferase reporter, 24 h; percent of 100 nM tunicamycin response; reporter increase, % at 12.5 µM;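 active = mean luciferase reporter signal, scaled so untreated is 0 and the glycosylation-blocking control 100, at or above a set limit in every replicate; inconclusive = mean reaches the limit but not every replicate does; inactive = mean below the limit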;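 also: luciferase carries N-glycosylation sites so blocking glycosylation raises the light; 0% = median of neutral control wells and 100% = median of 100 nM tunicamycin wells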
NOD2-RIPK2 inh = NOD2-RIPK2 protein interaction inhibition; O43353; CHO BLA complementation NOD2-RIPK2, CCF4 ratio; inhibition, % at 4.98 µM; 360,000 tested, 0.38% active; AID 624267; in the data active = inhibition above about 21%;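 also: 0% = vehicle only and 100% = reference blocker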
Target sequence (O43353 whole entry, looked up): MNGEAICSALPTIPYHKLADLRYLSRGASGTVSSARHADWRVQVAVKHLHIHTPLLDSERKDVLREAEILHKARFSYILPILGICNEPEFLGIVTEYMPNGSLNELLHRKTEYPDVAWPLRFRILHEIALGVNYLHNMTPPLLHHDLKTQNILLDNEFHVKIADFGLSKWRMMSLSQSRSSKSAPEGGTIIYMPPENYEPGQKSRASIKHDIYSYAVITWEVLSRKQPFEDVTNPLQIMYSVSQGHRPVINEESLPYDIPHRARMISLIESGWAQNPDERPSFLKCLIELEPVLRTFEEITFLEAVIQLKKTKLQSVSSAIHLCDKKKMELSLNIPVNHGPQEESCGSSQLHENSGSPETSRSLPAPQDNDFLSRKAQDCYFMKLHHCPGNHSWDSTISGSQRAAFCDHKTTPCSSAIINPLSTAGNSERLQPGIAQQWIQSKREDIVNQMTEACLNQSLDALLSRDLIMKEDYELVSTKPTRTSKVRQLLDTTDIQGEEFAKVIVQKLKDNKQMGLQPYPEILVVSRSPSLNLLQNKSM
MC4R antagonist = blocks human MC4R cAMP signaling; P32245; MC4R-expressing cells, MTII-stimulated cAMP, LANCE TR-FRET; inhibition, % at 6.5 µM; 360,000 tested, 0.48% active; AID 540295;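 active = inhibition above its plate's cutoff, the mean of tested wells on that plate plus 3 SD, cut at about 29% in these data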;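 also: 0% = Melanotan II alone and 100% = Melanotan II plus saturating MCL0020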
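Test system: U2OS cells stably expressing human melanocortin 4 receptor (MC4R); also added: Melanotan II challenge; compound: 6.5 µM single dose; timing: 30-min compound preincubation, 1-h Melanotan II challenge, 1-h detection, room temperature; signal: Eu-cAMP/anti-cAMP TR-FRET, emission 671 nm; repeats: one well per compound, no replicates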
Vif inh = blocks HIV Vif function; HEK293T cells, Vif self-association by quenched fluorescence, imaging, 24 h; inhibition, % at 7.49 µM; 340,000 tested, 0.35% active; AID 602346; in the data active = inhibition above about 50%, passing the limit was not always enough; inconclusive = no clear call, values can overlap the other calls; inactive = below about 31%; also: some results filed as inactive read as strong as hits
Exocytosis inh = blocks lytic granule exocytosis | TALL-104 LAMP-1 surface exposure, flow cytometry; cells stimulated with thapsigargin and PMA | inhibition, % at 10 µM | 360,000 tested, 0.66% active | AID 651702;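 active = inhibition above about 55%, limit read from the data; inconclusive = no clear call, values can overlap the other calls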
ABCB6 inh MLPCN = blocks the human ABCB6 transporter; Q9NP58; fluorescence ratio to DMSO, % at 10 µM; K562-ABCB6 porphyrin accumulation, flow cytometry, 1 h; stronger effect = lower value; 360,000 tested, 0.19% active; AID 602162;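 active = fluorescence ratio to DMSO below 75%, the collection mean minus 3 SD; inconclusive = too few cells collected in the well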;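 also: signal is porphyrin accumulated inside mitochondria; 100% equals median channel fluorescence of DMSO control wells; lower ratio means ABCB6 inhibition with less porphyrin fluorescence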
ABHD5-PLIN5 inh = blocks binding of human ABHD5 to perilipin-5; Split G. princeps luciferase complementation, luminescence, 4 h; inhibition, % at 4 µM; 360,000 tested, 0.78% active;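 active = inhibition above the mean inhibition across every tested compound plus 3 SD, cut at about 22% in these data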;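 also: 0% = DMSO only wells and the 100% control is not disclosed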
Starred values were filed as active, the others as inactive; ? = inconclusive; . = no result given. These rows are one share of the data (hit frequency here may not be typical).

SMILES	aDG glyco up	MC4R barr agon	TLR9-MyD88 inh	N-glyco inh	NOD2-RIPK2 inh	MC4R antagonist	Vif inh	Exocytosis inh	ABCB6 inh MLPCN	ABHD5-PLIN5 inh
Cc1nonc1C1CCCN1Cc1nc(-c2ccc(F)cc2F)oc1C (configuration not stated)	-0.3	0.5	4	1	2	-1	-11	2	100	-7
COc1ccc(OCc2cc(/C=N\NC(=O)c3ccccc3)ccc2OC)cc1	-0.1	-2.1	-1	17	3	-10	1	-1	103	0
CC(C)CC(C(=O)NC(C)(C)C)N(CC1CCCO1)C(=O)c1snc(C(N)=O)c1N (configuration not stated)	0.4	1.4	-1	1	-4	-3	0	16	89	-5
COc1ccc([C@H]2N[C@]3(CCCN(Cc4ccc(C)cc4)C3=O)[C@H]3C(=O)N(C)C(=O)[C@@H]23)cc1	0.2	0.6	0	2	-17	1	-4	-2	98	-1
COc1ccccc1CNC(=O)CCNC(=O)Cn1ccc2ccccc2c1=O	0.0	-1.8	-1	0	-11	7	13	-5	93	1
COc1cccc(C(=O)CC(=O)C(=O)Nc2cccc([N+](=O)[O-])c2C)c1	0.0	0.0	0	2	-11	4	1	-1	99	1
CC1CCC(C(C)C)C(OCC(O)CN2CCCC(C)C2)C1 (configuration not stated)	0.0	4.1	5	-5	-2	-3	-6	-3	115	7
Cc1c(NC(=O)C(C)OC(=O)CCC2CCCC2)c(=O)n(-c2ccccc2)n1C (configuration not stated)	-0.2	-3.3	-9	1	-3	0	9	0	99	4
CCOC(=O)c1cc(-c2ccccc2)sc1NC(=O)C(C)(C)C	-0.3	-1.0	8	-1	-6	9	-9	-8	108	1
CCOc1ccc(CC(=O)NCCS(=O)(=O)N2CCN(c3ccccc3)CC2)cc1	0.3	-1.5	-7	-3	20	0	-2	-1	93	-3
COc1ccc(OC)c(NC(=O)CSc2nc3n[nH]c(C)c3c(=N)n2-c2cccc(Cl)c2C)c1	0.5	-1.6	6	7	-9	10	1	1	95	9
CCOC(=O)c1csc(NC(=O)c2ccc(N3C(=O)CCC3=O)cc2)n1	0.1	0.7	-7	1	-7	12	-1	16	101	-5
CCCCNC(=O)C(NC(=O)c1cnc(C)cn1)C(=O)c1ccccc1 (configuration not stated)	0.9	.	.	.	-1	.	.	-1	.	6
O=C(Cc1ccc(S(=O)(=O)N2CCCC2)s1)Nc1nc2c(s1)CCCC2	-0.2	-2.2	8	0	-8	-3	3	0	100	-11
CN(CCOc1ccc(Br)cc1)CC(O)COc1ccc(C#N)cc1 (configuration not stated)	0.4	-1.0	-2	4	-1	10	1	-4	95	10
O=C(CSc1ccccc1)N1CCCC(N2CCN(c3ccc(F)cc3)CC2)C1 (configuration not stated)	-0.4	0.9	0	-1	-9	3	-14	-1	96	1
Cc1ccc(-c2cnc(N)n2C)cc1C	-0.1	-2.4	-11	4	-9	12	19	-2	99	3
O=C(Cc1cccs1)N(c1ccc(Cl)cc1)C1C=CS(=O)(=O)C1 (configuration not stated)	0.0	-0.3	0	-1	-2	0	8	-3	99	4
O=C(NC1CCCCC1)C1CC(O)CN1C(=O)OCc1ccccc1 (configuration not stated)	-0.1	0.7	7	1	-1	3	0	5	92	0
O=C(O)CNC(=S)N(Cc1ccccc1Cl)C1CCCC1	0.1	-1.4	1	2	2	-3	0	2	97	-3
CC1=C(C(=O)OCc2ccccc2)C(c2cccc(Cl)c2Cl)NC(=O)N1CCCCCC(=O)O (configuration not stated)	0.1	-0.8	5	3	-8	7	11	-3	98	2
CCCCC(=O)N(C)c1c(C)nc2ccc(C(=O)N(C)Cc3ccco3)cn12	0.2	-1.9	.	1	-4	3	-4	3	92	-7
Cc1[nH]c(=O)[nH]c(=O)c1S(=O)(=O)Nc1ccc(Oc2ccccc2)cc1	0.0	0.4	1	1	6	3	21	2	89	-1
COc1ccccc1C(=O)N1CC(=O)Nc2ccc(F)cc2C1c1ccccc1 (configuration not stated)	-0.1	-1.0	5	1	-12	4	5	?	98	3

Of the compounds above, 2 have an NH in an aromatic ring.
SMILES	aDG glyco up	MC4R barr agon	TLR9-MyD88 inh	N-glyco inh	NOD2-RIPK2 inh	MC4R antagonist	Vif inh	Exocytosis inh	ABCB6 inh MLPCN	ABHD5-PLIN5 inh
COc1ccc(OC)c(NC(=O)CSc2nc3n[nH]c(C)c3c(=N)n2-c2cccc(Cl)c2C)c1	0.5	-1.6	6	7	-9	10	1	1	95	9
Cc1[nH]c(=O)[nH]c(=O)c1S(=O)(=O)Nc1ccc(Oc2ccccc2)cc1	0.0	0.4	1	1	6	3	21	2	89	-1

The listing continues.
SMILES	aDG glyco up	MC4R barr agon	TLR9-MyD88 inh	N-glyco inh	NOD2-RIPK2 inh	MC4R antagonist	Vif inh	Exocytosis inh	ABCB6 inh MLPCN	ABHD5-PLIN5 inh
COc1ccc(C2CC(c3cccc(Cl)c3)n3nc(N)nc3N2)cc1 (configuration not stated)	0.0	2.5	0	2	-2	18	3	-3	98	-1
CCCc1noc2c1/C(=N\O)CC(c1ccccc1)C2 (configuration not stated)	-0.1	0.4	-1	-3	12	6	26	-5	94	-1
O=C(COC(=O)c1ccc(S(=O)(=O)N2CCOCC2)cc1)NC1CCCCCCC1	-0.3	1.3	-2	1	5	14	.	-3	96	0
O=c1c2ccccc2c2c(O)nc(-c3ccccc3)n2n1Cc1ccccc1	-0.4	-0.9	-1	-2	-15	-3	3	3	97	6
COC(=O)c1sccc1NC(=S)N1CCC(C(N)=O)CC1	-0.1	-0.3	-2	2	-6	5	-3	-4	91	2
CCN(c1ccccc1)S(=O)(=O)c1ccc(C(=O)N(CCCN(C)C)c2nc3c(C)cccc3s2)cc1	1.4	0.3	1	-7	-9	4	3	13	100	8
CC1(NC(=O)Nc2cccc(Br)c2)CCS(=O)(=O)C1 (configuration not stated)	0.1	1.4	1	0	1	-4	22	-2	94	2
Cc1cccc(NC(=O)CNC(=O)COc2ccc(C(=O)c3ccc(F)cc3)cc2)c1C	0.0	2.9	11	7	-8	-9	5	0	91	5
N#Cc1ccc(N2CCN(C(=O)c3cccs3)CC2)c(F)c1	0.0	-0.6	3	1	6	3	-5	-6	95	8
CCOc1ccc2nc3c(cc2c1)CN(CCOC)C(=NCCOC)S3	0.3	-2.2	2	1	4	9	-1	-1	87	3
COc1ccc(N2CCN(C(=O)COC(=O)CCOc3ccccc3C)CC2)cc1	0.0	-0.2	-9	0	-8	2	-9	-1	99	0
CSc1ccc(/C=C(\NC(=O)c2ccc(C)cc2)C(=O)Nc2cccc(C)c2)cc1	0.0	-1.3	1	1	-11	8	0	2	98	2
Cc1ccc(-n2nc(C(=O)c3ccccc3)n3c(=O)c(Cc4ccccc4)nnc23)cc1	-0.6	0.5	6	1	-9	7	-2	0	98	2
CC(C)OC(=O)c1c(NC(=O)Cn2cnc([N+](=O)[O-])n2)sc2c1CCCC2	0.3	9.9*	10	1	-1	11	-6	4	96	-6
CCOc1ccc(OCC(=O)Nc2ccccc2N2CCCC2)cc1	0.1	0.1	1	3	3	-3	-2	1	123	-7
O=C(CCN1CCOCC1)NNC(=O)c1ccc(Cl)c([N+](=O)[O-])c1	0.4	-1.7	-12	2	-8	3	8	20	108	0
Fc1cccc(C2CC(c3cccc(Br)c3)Nc3nnnn32)c1 (configuration not stated)	0.0	3.1	-1	-6	-2	10	-7	-2	96	3
CC(=O)Nc1ccc(C(=O)CN2C(=O)NC3(CCCCCC3)C2=O)c(F)c1	-0.1	-1.4	-1	-1	0	-3	17	-4	97	-10
O=C1CN(S(=O)(=O)c2ccccc2)CC(=O)N1CCc1ccccc1	0.0	1.7	-5	1	-6	3	-4	4	101	-1
CNC(=O)c1ccc(CNC(=O)OCc2ccccc2)cc1	-0.3	-2.1	7	2	-1	4	1	-3	93	-2
O=C(Nc1c[nH]c(=O)[nH]c1=O)c1cccc(F)c1	0.2	1.8	1	2	0	0	-12	-9	86	0
O=C(OCC(=O)N1CCC(Cc2ccccc2)CC1)c1ccccc1O	0.8	0.5	-1	-3	9	12	2	2	97	-9
COc1ccc2c(c1)CCc1c(C(=O)Nc3ccn(Cc4ccc(C)cc4)n3)noc1-2	-0.2	30*	-11	-2	-12	-13	.	1	91	2
CCOc1ccccc1N(CC)C(=O)c1nn(C)c2c1CSc1ccccc1-2	1.3	-3.6	-1	-4	3	-2	-6	-3	106	1

Record cards, from the list above. Order of values: aDG glyco up	MC4R barr agon	TLR9-MyD88 inh	N-glyco inh	NOD2-RIPK2 inh	MC4R antagonist	Vif inh	Exocytosis inh	ABCB6 inh MLPCN	ABHD5-PLIN5 inh
`O=C(Nc1c[nH]c(=O)[nH]c1=O)c1cccc(F)c1` as listed: 0.2	1.8	1	2	0	0	-12	-9	86	0
`CNC(=O)c1ccc(CNC(=O)OCc2ccccc2)cc1` as listed: -0.3	-2.1	7	2	-1	4	1	-3	93	-2
`CCOc1ccccc1N(CC)C(=O)c1nn(C)c2c1CSc1ccccc1-2` as listed: 1.3	-3.6	-1	-4	3	-2	-6	-3	106	1
`CC(=O)Nc1ccc(C(=O)CN2C(=O)NC3(CCCCCC3)C2=O)c(F)c1` as listed: -0.1	-1.4	-1	-1	0	-3	17	-4	97	-10
`O=C(OCC(=O)N1CCC(Cc2ccccc2)CC1)c1ccccc1O` as listed: 0.8	0.5	-1	-3	9	12	2	2	97	-9

Other records.
SMILES	aDG glyco up	MC4R barr agon	TLR9-MyD88 inh	N-glyco inh	NOD2-RIPK2 inh	MC4R antagonist	Vif inh	Exocytosis inh	ABCB6 inh MLPCN	ABHD5-PLIN5 inh
CCOc1ccc(CNC(=O)C(C)n2nc(C)c3c(C)n(-c4ccccc4)nc3c2=O)cc1 (configuration not stated)	0.0	-0.8	0	-3	-6	10	0	1	101	3
O=C(NC1CC1)c1c[nH]c2ccc(S(=O)(=O)Nc3cccc(C(F)(F)F)c3)cc2c1=O	0.1	-1.8	7	1	-4	3	34	-3	103	1
CC(=O)Nc1ccc(NC(=O)CN2C(=O)COc3ccc(S(=O)(=O)N4CCOCC4)cc32)cc1	-0.3	-3.6	3	3	-1	4	14	-3	98	5
Cn1c(=O)c2c(ncn2CC(COCc2ccc(Cl)cc2)OCc2ccc(Cl)cc2)n(C)c1=O (configuration not stated)	0.3	-1.4	-4	-3	12	-4	-13	52	101	3
